# Source: PubChem BioAssay (National Center for Advancing Translational Sciences (NCATS))
# ERG Ets-DNA blk: qHTS for Small Molecule Inhibitors of the ERG Ets/DNA interaction; Transcriptional regulator ERG (Homo sapiens), P11308; fluorescence polarization, His-ERG Ets domain / labelled DNA; Potency, µM (series often up to 76.9 µM), inactives show at the highest dose FP activity, negative = inhibition, hits mostly inhibitors; 370,000 compounds, 0.028% hits; AID 624246, 2012; active = well fitted inhibition curve with a large enough effect in the polarisation, with a control signal flat; inconclusive = small, poorly fitted or top-dose-only effect, or effect the other way, or a change in a side signal; inactive = no such curve, though single readings can be large or run the other way; the % refers to the polarisation;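 note: polarization taken with two DNA probes labelled with fluorescein and Texas red; % of control where 0% means no effect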
# Target sequence (P11308 whole entry, looked up, the tested form may be a part): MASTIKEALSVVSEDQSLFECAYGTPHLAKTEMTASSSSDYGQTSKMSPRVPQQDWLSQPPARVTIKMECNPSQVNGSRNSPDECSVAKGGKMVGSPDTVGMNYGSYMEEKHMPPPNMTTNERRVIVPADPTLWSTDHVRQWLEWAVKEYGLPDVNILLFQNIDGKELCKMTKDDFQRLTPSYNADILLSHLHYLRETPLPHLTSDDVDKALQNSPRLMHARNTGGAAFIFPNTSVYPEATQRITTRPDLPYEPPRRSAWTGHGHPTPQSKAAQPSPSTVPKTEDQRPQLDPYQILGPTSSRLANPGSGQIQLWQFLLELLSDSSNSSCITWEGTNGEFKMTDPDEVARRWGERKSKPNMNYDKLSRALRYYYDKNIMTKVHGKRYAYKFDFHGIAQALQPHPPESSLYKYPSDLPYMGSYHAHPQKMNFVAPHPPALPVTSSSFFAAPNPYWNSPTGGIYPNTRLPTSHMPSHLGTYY
#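 His-tagged ERG Ets domain (1 uM in the protein solution; 300mM KCl, 50mM Tris-HCl, 1mM EDTA, 1mM DTT, pH 7.5) received compound, then a probe mix of 5 nM fluorescein-DNA and 100nM Texas-615-DNA. Fluorescence polarization was read for both dyes.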
# RGS4 inhibitor: Inhibitors of Regulator of G Protein Signaling (RGS) 4: qHTS | Regulator of G-protein signaling 4 (Homo sapiens), P49798 | Transcreener GDP fluorescence polarization, RGS4-accelerated GTP hydrolysis | Potency, µM (doses to about 114 µM), for inactives: top-dose activity change, negative = inhibition, hits mostly inhibitors | 390,000 compounds, 0.039% hits; note: % is set by controls: 0 for no effect and ±100 for the full control effect; nearly all actives have a fitted effect of over 75% in size; some results filed as inactive show a strong effect at the top dose
#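 MLSMR compounds (23 nl, pin-transferred) preincubated 10 min at room temperature with a 500nM (2x) first reagent, then RGS4 at 900nM (2x) plus Transcreener GDP mix added; fluorescence polarization (620/688 nm) read before and after 90 min at 30 °C.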
# ALOX12 inh: Primary qHTS assay for inhibitors of human arachidonate 12S-lipoxygenase (ALOX12): Round 2. Polyunsaturated fatty acid lipoxygenase ALOX12 (Homo sapiens), P18054. purified 12hLO, xylenol orange hydroperoxide absorbance. Potency, µM (titrated, usually from 108 µM), for inactives: at the top dose activity change, negative = inhibition, actives largely listed as inhibitors. 580,000 compounds, 1.1% hits. AID 1671190, 2021; note: % is set by controls: 0 for no effect and ±100 for the full control effect
#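 Purified human 12hLO at 150 nM in 25 mM Hepes, 0.01% Triton X-100, pH 7.0, preincubated 15 min at room temperature with compound. Reaction started with 40 uM arachidonic acid, 30 min at room temperature. Hydroperoxide measured by Fe-xylenol orange, 573/405 nm absorbance ratio.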
# TrxR1 inh: qHTS Assay for Inhibitors of Mammalian Selenoprotein Thioredoxin Reductase 1 (TrxR1): qHTS | 390,000 compounds, 1% hits | Potency, µM (highest dose often 114 µM), for the others: at the highest dose activity change, negative = inhibition, usual class: inhibitors | recombinant rTrxR1, NADPH fluorescence consumption, selenite substrate; note: % is set by controls: 0 for no effect and ±100 for the full control effect; nearly all actives have a fitted effect of over 65% in size
# Target sequence (O89049 whole entry, looked up): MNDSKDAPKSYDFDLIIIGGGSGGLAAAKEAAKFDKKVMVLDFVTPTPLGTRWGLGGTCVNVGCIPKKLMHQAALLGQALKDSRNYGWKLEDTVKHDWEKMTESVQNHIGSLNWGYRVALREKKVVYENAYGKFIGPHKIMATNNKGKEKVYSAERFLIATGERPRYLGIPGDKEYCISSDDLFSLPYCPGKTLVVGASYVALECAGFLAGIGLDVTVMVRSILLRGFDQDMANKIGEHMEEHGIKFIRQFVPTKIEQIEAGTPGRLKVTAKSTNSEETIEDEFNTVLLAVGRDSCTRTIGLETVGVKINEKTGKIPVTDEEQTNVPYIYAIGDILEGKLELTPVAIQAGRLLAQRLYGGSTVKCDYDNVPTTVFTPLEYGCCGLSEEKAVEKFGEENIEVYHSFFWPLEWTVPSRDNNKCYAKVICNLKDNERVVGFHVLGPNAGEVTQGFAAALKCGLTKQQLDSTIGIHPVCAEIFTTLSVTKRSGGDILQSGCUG
#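 Rat TrxR1 (90 nM in the dispensed reagent) was pre-reduced with 400 uM NADPH for 5 min at room temperature, then incubated with compound for 15 min. After 400 uM selenite was added, NADPH fluorescence (Ex 340/Em 450 nm) was followed for 8 min.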
# HP1b binding inh: HTS for Inhibitors of HP1-beta Chromodomain Interactions with Methylated Histone Tails. AlphaScreen HP1-beta / biotin-H3K9me3 peptide binding. AID 540317, 2011. Potency, µM (highest dose often 114 µM), inactives show top-dose activity change, negative = inhibition, usual class: inhibitors. Chromobox protein homolog 1 (Homo sapiens), P83916. 390,000 compounds, 0.56% hits; note: nearly all actives have a fitted effect of over 70% in size; inactives centre near 23
#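 HP1-beta protein (50 nM final) preincubated 30 min at room temperature with biotinylated H3(1-18)K9me3 peptide (50 nM) in PBS pH 7.4, 0.01% Tween-20, then compound added for 30 min. AlphaScreen streptavidin donor/nickel chelate acceptor beads (10 ug/mL final), 30 min dark, luminescence read.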
# Pin1 inhibitor: qHTS Assay to Find Inhibitors of Pin1; Peptidyl-prolyl cis-trans isomerase NIMA-interacting 1 (Homo sapiens), Q13526; Pin1 FP peptide displacement, HiFluor488, 10 min; Potency, µM (highest dose often 115 µM), without a hit: at the highest dose activity, negative = inhibition, actives largely listed as inhibitors; 390,000 compounds, 0.009% hits; AID 504891, 2011; active = well fitted inhibition curve with a large enough effect in the polarisation, with a control signal flat, not every such curve was filed as active; inconclusive = small, poorly fitted or top-dose-only effect, or effect the other way, or a change in a side signal; inactive = no such curve, though single readings can be large or run the other way; the % refers to the polarisation; note: % is set by controls: 0 for no effect and ±100 for the full control effect
# Tb PGK inh: qHTS Assay to Find Inhibitors of Phosphoglycerate Kinase. Phosphoglycerate kinase, glycosomal (Trypanosoma brucei brucei), P07378. PGK/GAPDH coupled, Kinase-Glo luminescence, 60 min. Potency, µM (highest dose often 57.5 µM), without a hit: at the top dose activity change, negative = inhibition, actives largely listed as inhibitors. 380,000 compounds, 0.043% hits; note: % is set by controls: 0 for no effect and ±100 for the full control effect; nearly all actives have a fitted effect of over 60% in size
#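 Recombinant glycosomal PGK reaction used 1,3-bisphosphoglycerate generated in-well by GAPDH (100nM final) in 100mM TEA pH 7.6, 5mM MgCl2, 0.01% Tween-20. After 60 minutes at room temperature, ATP was read by Kinase-Glo Plus luminescence end-point.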
# GLS inh: qHTS for Inhibitors of Glutaminase (GLS) | Glutaminase kidney isoform, mitochondrial (Homo sapiens), O94925 | GLS enzymatic activity, qHTS titration | Potency, µM (series often up to 45.5 µM), without a hit: at the top dose activity change, negative = inhibition, usual class: inhibitors | 410,000 compounds, 0.21% hits; note: % is set by controls: 0 for no effect and ±100 for the full control effect
#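 Read-out is an Amplex red fluorescence increase coupled through glutamate oxidase and HRP, measured before and after 30 min room-temperature incubation. hKGA is in 45 mM KH2PO4 (pH 8.2) with 0.02% Tween-20; glutamine added as 1mM solution.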
# JMJD2A Tudor: qHTS Assay for Inhibitors of JMJD2A-Tudor Domain; Lysine-specific demethylase 4A (Homo sapiens), O75164; AlphaScreen JMJD2A-Tudor / H3K4me3 peptide binding; Potency, µM (titrated, usually from 114 µM), for the others: at the top dose activity change, negative = inhibition, hits mostly inhibitors; 390,000 compounds, 4.4% hits; AID 504339, 2011; note: % is set by controls: 0 for no effect and ±100 for the full control effect; nearly all actives have a fitted effect of over 50% in size
# * hit, by the source's call; i = inactive; ? = inconclusive; / = not tested or not shown; & = joins results of further samples; [ ] = another dose, or the depositor's remark. Unless noted, calls come from the whole dose curve; as a rule, active = well fitted curve in the direction sought with a large enough effect; inconclusive = small, poorly fitted or top-dose-only effect, or another doubt; inactive = no such curve, though single readings can be large; an effect the other way counts as inactive or inconclusive. Potency is the fitted concentration of half-maximal effect. An excerpt, so the mix of outcomes need not match the whole.
# Order of results – ERG Ets-DNA blk, RGS4 inhibitor, ALOX12 inh, TrxR1 inh, HP1b binding inh, Pin1 inhibitor, Tb PGK inh, GLS inh, JMJD2A Tudor
Cc1ccc(OCCC(=O)OCC(=O)NC(=O)NC2CCCCC2)cc1
  12%, -9%, -12%, -11%, 27%, 2%, -3%, 5%, -6%
CN(C)S(=O)(=O)c1cccc(NC(=O)c2ccc(Sc3nncn3C)c([N+](=O)[O-])c2)c1
  3%, -8%, -1%, 13%, 17%, 0%, -2%, -1%, -21%
COc1ccc(CCN(C)C2CC(=O)N(c3ccccc3)C2=O)cc1OC (centres undefined)
  -8%, 2%, 15%, -3%[57.1 µM], 50%[activator], -2%, -9%, 3%, -5%
O=C(CSc1nnc(CNC(=O)c2ccco2)o1)Nc1cccc(F)c1
  -4%, 20%, -12%, 19%, 8%, -4%, i, 1%, -2%
CCOC(=O)c1cnc2c(ccc3ccccc32)c1Nc1ccc(Cl)cc1
  2%, 10%, -15%, 13%, 38%, -1%, 10%, 6%, 6%
CCCSc1ncc(Cl)c(C(=O)NCc2ccc(OC)cc2)n1
  1%, -9%, -22%, 13%, 50%[activator], 2%, /, 0%, 15%
CCCN(CCC)CCc1cccc2c1CC(=O)N2
  /, 2%[56.9 µM], 1%[22.9 µM], -7%[57.1 µM], /, /, /, -8%, /
COc1cccc(-n2c(C)nnc2SCC#N)c1
  3%, -21%, 6%, 6%, 32%, 0%, -2%, 2%, -7%
O=C(CN(Cc1ccccc1F)S(=O)(=O)c1ccc(Cl)cc1)NCCC1=CCCCC1
  4%, 13%, -21%, 22%, 22%, ?, -4%, -6%, 0%
C/C(=N/NC(=O)c1nnn(-c2nonc2N)c1COc1ccccc1)c1ccccc1Cl
  15%, -19%, 44%[activator], 28%, 60%[activator], ?, i, 5%, -16%
O=C(NCC(=O)N(c1ccc(F)cc1)C(C(=O)NC1CCCC1)c1cccnc1)c1ccco1 (centres undefined)
  -3%, -18%, -24%, 26%[57.1 µM], 44%[activator], 6%, i, -16%, -18%
COc1ccc(-c2csc(Nc3ccc(O)cc3)n2)cc1
  13%, -38%, -19%, 18%, -3%, -7%, 4%, -7%, ?
CN(C)CCN(Cc1ccco1)S(=O)(=O)c1csc(C(N)=O)c1
  2%, -25%, 12%, ?, 25%, -1%, -8%, 1%, -22%
COc1ccccc1NS(=O)(=O)c1ccc(Cl)cc1
  8%, 7%, -25%, 20%, 13%, -8%, -5%, 17%, 0%
COCCn1c(Cc2cccn2C)nnc1SCC(=O)Nc1nccs1
  31%[activator], -23%, -8%, 12%, 24%, 4%, i, -12%, -7%
COC(=O)c1c(-c2ccc(OC)cc2)oc2ccc(-c3ccc(OC)nc3)cc12
  -1%, 2%, 2%, 132%[activator], 32%[activator], -5%, -8%, 0%, 33%
Cc1cccc(CNC(=O)c2ccc(NC(=O)N3CC(C)Sc4ccccc43)cc2)c1 (centres undefined)
  0%, -17%, -2%, 4%, 34%, 4%, 6%, -2%, -2%
COc1ccc(-c2c(S(=O)(=O)c3ccccc3)cnn2-c2ccccc2)cc1
  8%, -16%, 0%, 7%, 33%[activator], -3%, -1%, 1%, -6%
c1cc2nc(C34CC5CC(CC(C5)C3)C4)[nH]c2cn1
  -1%, 0%, -25%, 6%, ?, -9%, -3%, 9%, 22µM*
CNc1ccccc1C(=O)OCC(=O)N1CCN(c2ccc(OC)cc2)CC1
  1%, -30%, -15%, 3%[57.1 µM], 13%, 6%, i, -13%, -31%
COc1cc(OC)cc(OC(=O)C2CCN(C(=O)c3ccc(F)cc3)CC2)c1
  16%, -12%, -24%, 5%, 10%, -1%, -2%, 6%, -12%
COc1ccc2cc(-c3ccccc3)ncc2c1
  -9%, 12%, -5%, 15%, 12%, 0%, -9%, -1%, -16%
Cc1nn(-c2ccc(F)cc2)c(Cl)c1/C=C/C(=O)OCC(=O)Nc1c(F)c(F)c(F)c(F)c1F
  12%, -10%, -6%, 14%[57.1 µM], 9%, 1%, -4%, -5%, -15%
Cc1ccc(C)c(Cn2cc(S(=O)(=O)c3ccc(Cl)cc3)c(=O)c3cc(F)ccc32)c1
  -3%, 6%, 5%, 19%, 32%, 0%, -1%, 7%, 3%
Cc1ccc(S(=O)(=O)C2CS(=O)(=O)CC2O)cc1 (centres undefined)
  /, 24%, 15%, 14%, 29%, 10%, /, 4%, -10%
CC(=O)Nc1ccc(C(=O)COC(=O)CCc2ccccc2)c(F)c1
  -7%, -20%, -23%, -12%, 32%, 3%, -6%, -1%, -5%
CN(CC(=O)Nc1ccc2c(c1)OCO2)CC(=O)Nc1ccc(F)c(F)c1F
  -5%, -28%, 465%[activator], 23%, 42%[activator], -6%, -8%, 0%, 0%
Cc1nc2sccc2c(=O)n1-c1cccc(Cl)c1
  1%, 11%, -18%, -2%[57.1 µM], 17%, -2%, -4%, 0%, 1%
N#Cc1ccc(-c2nc3ccccc3nc2-c2ccccc2)cc1C#N
  -5%, -4%, 7%, -1%, 24%, -3%, 2%, 6%, -3%
Cc1cccc(OCC(=O)N(Cc2ccc(C(C)C)cc2)Cc2ccco2)c1C
  0%, 10%, -28%, 13%, 76%[activator], 3%, -8%, 1%, 14%
CCC(Sc1nnc(C)n2c1cc1occc12)C(=O)Nc1ccccc1F (centres undefined)
  8%, 18%, 3%, 5%, 11%, 0%, i, 0%, -23%
COc1ccc(NC2CCCN(C(=O)CCc3scnc3C)C2)cc1 (centres undefined)
  -13%, -7%, -4%, -13%, -4%, -1%, i, 11%, -19%
CCc1ccc(N(CC(=O)NCc2ccco2)C(=O)CCC(=O)Nc2nccs2)cc1
  -14%, -2%, 8%, -11%, 25%, -1%, 3%, -1%, -4%
CCOC(=O)c1ccc(NC(=O)C(C)NS(=O)(=O)c2ccc(OC)cc2)cc1 (centres undefined)
  5%, 1%, ?, 5%, -2%, 10%, -10%, -11%, -16%
COCCNC(=O)C(c1ccc(C)cc1)N(C(=O)CCC(=O)Nc1ccccn1)c1ccc(C)cc1 (centres undefined)
  -1%, -3%, 15%, -1%[57.1 µM], 41%[activator], 5%, 1%, -11%, -5%
O=C(Nc1ccc(-c2nnn(CC(=O)N3CCN(C(=O)c4ccco4)CC3)n2)cc1)c1ccc(F)cc1
  12%, 18%[11.4 µM], ?, -1%, 54%[activator], 84%[activator], 2%, 2%, -5%[11.4 µM]
COc1ccc(NC(=O)Cn2c(CCC(=O)O)ccc2-c2ccc(C)cc2)cc1
  4%, 1%, -22%, -3%, 27%, 1%, 9%, 15%, -16%
CCN1CCN(c2ccc(NC(=O)c3cccc(OCc4ccccc4)c3)cc2)CC1
  9%, -50%, -22%, -12%, 5%, 4%, -7%, 20%, -28%
Oc1cc(O)c2c(c1)OC(c1ccc(O)c(O)c1)C(O)C2 (centres undefined)
  -1%, 8%, ?, 11%, 12%, -1%, 2%, 62%&-3%[activator], -32%
CC(C)NC(=O)COC(=O)c1cccc(NS(=O)(=O)/C=C/c2ccccc2)c1
  5%, -6%, 5%, -1%, 15%, -3%, -5%, 3%, 7%
O=C(N/N=C/C=C/c1ccc(Br)cc1)C(O)c1ccccc1 (centres undefined)
  -1%, 20%, 4%, 24%, 12%, 1%, /, 1%, -17%
CCO[C@@H]1OC(C(=O)NC2CC2)=C[C@H](c2coc3ccccc3c2=O)[C@H]1CCCO
  -16%, 14%, 6%, 17%, 35%, -4%, -4%, -8%, 1%
C[C@H](CO)N1C[C@H](C)[C@@H](CN(C)C(=O)NC2CCCCC2)Oc2c(cccc2N(C)C)C1=O
  2%, -6%, -22%, -9%, 78%[activator], 3%, -2%, 17%, -11%
COC(=O)c1cc2sccc2n1CC(=O)Nc1ccc(OC)c(OC)c1OC
  /, 11%, -5%, 47%[activator], -5%, -6%, i, -7%, -6%
O=C(NCCC1=CCCCC1)c1cc(S(=O)(=O)N2CCOCC2)ccc1F
  -7%, 3%, 10%, 7%, 2%, -3%, 7%, -1%, -15%
Cc1cccc(OCCCC(=O)NCC(=O)Nc2cccc(C)c2C)c1
  11%, -17%, 14%, 21%, 47%[activator], -9%, i, -10%, -7%
N#CCn1nnc(-c2ccc3c(c2)OCO3)n1
  13%, -26%, -17%, -4%, 45%[activator], 17%, i, 7%, -12%
CCOC(=O)c1cnc2c(OC)cccc2c1Nc1cccc(O)c1
  3%, 15%, ?, 7%, 22%, -1%, -8%, 9%, -11%
